Screens (PubChem BioAssay)
Autophagy HCS: autophagy modulators in MEF cells, primary screen, imaging, high-content, MEF GFP-LC3; MEF GFP-LC3 puncta imaging; test concentration mostly 10 µM; calls only at 10 µM (by protocol); 190,000 tested, 0.98% active; AID 463193, 2010;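 active means percentage of spot-positive cells more than 3 SD above its plate mean, without a fluorescence outlier flag or 80% toxicity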;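 further: spot-positive cell cutoff set from DMSO-treated cells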
Myeloid diff MLP: induction of myeloid progenitor differentiation, primary screen, cell-based, flow cytometry, MLPCN library; ER-HoxA9 myeloid progenitors, lysozyme-GFP differentiation; 360,000 tested, 1% active; calls only at 10 µM;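 active means normalized GFP-positive differentiation at or above the plate's own cutoff, the solvent-only control mean plus 3 SD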;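 further: cells exposed to compound for four days before flow analysis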
Ins promoter up: insulin promoter activators in MIN6 cells, imaging, high-content screening, mouse beta cells | z-score at 5 µM | 190,000 tested, 0.3% active | MIN6 insulin promoter-GFP reporter; hits give high values | AID 1625, 2009;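 active means z-score above 3 at 5 µM with at least 500 cells counted in the well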
bCat nuc transl: modulators of beta-catenin nuclear translocation, primary screen, imaging, HeLa cells, immunofluorescence, high-content; nuclear translocation activity, % at 5 µM; 190,000 tested, 0.3% active;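 active means nuclear translocation activity above 50% at 5 µM, with a well cell count of 50 or more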;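 further: per-cell ratio of nuclear to cytoplasmic median beta-catenin stain intensity; plate controls were DMSO negative control for no effect and GSK-3 inhibitor IX positive control for full effect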
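assay system = human HeLa cells, endogenous beta-catenin | times = compound treatment 24 h, 37°C, 5% CO2 | detection = Anti-beta-catenin immunofluorescence on PFA-fixed, Triton-permeabilized cells, DAPI nuclei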
T cell modulator: modulators of CD8 T cell-vesicle binding, primary screen, mouse 2C CD8+ T cells, flow cytometry; 2C CD8+ T cell-vesicle binding; hits give low values; calls only at 7 µM; 330,000 tested, 0.068% active; AID 2052, 2009;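 active means response, share of CD8 T cells binding vesicles, and their 90th percentile fluorescence all below set limits, cut at about 80% in these data, passing the limit was not always enough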
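incubation = binding step 1.5 h, 37 °C, antibody labelling 20 min, ice | test system = 2C mouse CD8+ T cells | read-out basis = percent CD8+ FL2 mean versus row control | controls = Peptide-free naked vesicles (low) and QL9 vesicles with 0.7% DMSO vehicle (high) | detection = flow cytometry of vesicle-bound cells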
WT yeast gro inh: growth inhibition of WT strain, primary screen, mitochondrial fusion inhibitor project, WT and mutant strains, chemical genetic. mitochondrial fusion phenotypic screen. inhibition, % at 10 µM. 190,000 tested, 2.1% active; in the data active means inhibition above about 58%; tested in S. cerevisiae
Lipid droplet: inhibitors of hepatocyte lipid droplet formation, primary screen, imaging, high-throughput imaging, BODIPY stain. AML12 mouse hepatocytes, oleate lipid droplets. inhibition, % at 6.5 µM. 240,000 tested, 0.4% active. AID 1656, 2009;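 active means lipid droplet intensity inhibited by at least 50%, with more than 500 cells counted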
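Material: mouse AML12 hepatocyte cell line, fixed after treatment; Timing: compound with oleate, overnight; Technique: high-content imaging of BODIPY-stained droplets and DAPI nuclei; Probe or stimulus: oleate, 100 µM final; Dosing: compound at 6.5 µM only.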
MT stabilizer: microtubule stabilizers in HeLa cells, primary screen, imaging, high-content imaging; HeLa tubulin immunostaining HCS, 24 h; share of cells brighter than vehicle mean+2SD; % tubulin-high responders, % at 10 µM; 200,000 tested, 0.83% active; AID 2205, 2009;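 active means plate Z-score above 3 for both tubulin-high and condensed-nucleus cell shares, with cell loss under 80%, at 10 µM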;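 further: anti alpha tubulin signal scored within the nucleus-defined area of each cell; some results filed as inactive read as strong as hits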
West Nile antiviral: West Nile virus antiviral activity, cell-based, CPE readout (AID 1621); West Nile virus-infected cells, CPE inhibition; higher % means a stronger effect; one-dose CPE inhibition, % at 10 µM; IC50 in µM for titrated hits; 290,000 tested, 0.02% active; in the data active means a potency from the dose series; further: strong numbers were not always called active
WT yeast gro inh mutant strain: further read-out of WT yeast gro inh, marked with its call; inhibition, %; mitochondrial fusion phenotypic screen, mutant strain inhibition
Ins promoter up cell count: further read-out of Ins promoter up, marked with its call; cell count; measured here: cytotoxicity, nuclei count;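 total cells summed across four imaged fields per well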
Lipid droplet cells 6.5 µM: also measured in Lipid droplet; calls as there; cell count; measured here: cell count, cytotoxicity flag;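 cells counted across two imaged fields per well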
bCat nuc transl cell count 5 µM: recorded beside bCat nuc transl, whose call it bears; cell count; measured here: cell count, cytotoxicity flag
T cell modulator vesicle-bound %: second read-out of T cell modulator, no call of its own (marks repeat the call); double positive events, %; measured here: CD8+ vesicle-bound cell fraction;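 binding gate set so that unloaded-vesicle control wells show 10% double positive cells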
MT stabilizer Hoechst-high %: second read-out of MT stabilizer, no call of its own (marks repeat the call); % Hoechst-high responders; measured here: nuclear condensation Hoechst responders;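 share of cells brighter than vehicle mean plus two SD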
MT stabilizer cytotoxicity %: also measured in MT stabilizer; calls as there; toxicity, %; measured here: cytotoxicity by cell density;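 0% = mean cell density of plate MIN control wells and 100% = no cells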
Autophagy HCS cell loss 18 h: further read-out of Autophagy HCS, marked with its call; toxicity, %; measured here: cell loss, nuclei count;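 cell loss after 18 h compound exposure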
Myeloid diff MLP GFP+ MAC1+ %: second read-out of Myeloid diff MLP, no call of its own (marks repeat the call); GFP+ MAC1+ double positive, %; measured here: differentiation confirmed by MAC1 staining
Active calls of the source: *; i = inactive; · = not tested or not shown; + = active, no number.

SMILES	Autophagy HCS	Autophagy HCS cell loss 18 h	Myeloid diff MLP	Myeloid diff MLP GFP+ MAC1+ %	Ins promoter up	Ins promoter up cell count	bCat nuc transl	bCat nuc transl cell count 5 µM	T cell modulator	T cell modulator vesicle-bound %	WT yeast gro inh	WT yeast gro inh mutant strain	Lipid droplet	Lipid droplet cells 6.5 µM	MT stabilizer	MT stabilizer Hoechst-high %	MT stabilizer cytotoxicity %	West Nile antiviral
Cc1ccc(C)c(OCc2cc(C(=O)N(C)Cc3nccs3)no2)c1	·	·	i	0.8	·	·	·	·	i	4.7	·	·	4.6	793	·	·	·	-0.4%
COc1ccc(-c2[nH]ncc2/C=C(\C#N)C(=O)NC2CC2)cc1	i	-13.4	i	0.7	0.93	882	·	·	i	46.8	4.1	-10.6	·	·	2.1	1.2	5.3	0.4%
CC(C)OC(=O)c1cccc(C(=O)Oc2ccc(Br)cc2)n1	i	2.5	i	4.9	-0.09	1619	-1.4	1341	i	15.0	-9.7	-3.1	·	·	2.9	1.8	5.7	-0.6%
Cc1cc(OCC(O)CN2CCOCC2)cc(C)c1Cl (stereo not drawn)	·	·	i	0.4	·	·	·	·	i	56.1	·	·	2.0	775	·	·	·	-1.1%
CCn1c(NC(C)=O)nc2ccccc21	i	31.8	i	1.3	-0.61	1307	-0.6	521	i	54.1	3.9	-19.6	13.7	760	4.8	2.3	5.2	0.5%
C/C(=N\N1CCN(c2ccccc2)CC1)c1ccccc1O	·	·	i	0.6	·	·	·	·	i	51.5	·	·	6.8	839	·	·	·	-0.7%
COc1ccc(/C=C/C(=O)NCc2cn(C)nc2C)cc1COc1ccc(Cl)cc1Br	i	35.1	i	3.8	-0.18	1180	-1.1	977	i	4.8	-8.1	-8.5	·	·	3.1	1.5	8.8	0.2%
O=C(NNS(=O)(=O)c1ccc(F)cc1)c1cnn(-c2ccccc2)c1C(F)(F)F	·	·	i	0.8	·	·	0.5	1359	i	22.9	·	·	5.7	681	·	·	·	0.1%
CCOC(=O)Cn1c(=O)cc(C)c2cccc(C)c21	i	23.0	i	0.2	0.33	1432	0.5	1503	i	14.2	-5.1	-6.8	17.3	673	3.0	1.5	7.6	-0.2%
CN(Cc1ccccc1)C(=O)CN1C(=O)c2ccccc2S1(=O)=O	·	·	i	0.5	·	·	·	·	i	45.6	·	·	-8.4	799	·	·	·	-0.5%
COc1cc(CC(=O)Nc2nc(-c3ccccc3)c(C(C)=O)s2)cc(OC)c1OC	·	·	i	0.6	·	·	·	·	i	33.2	·	·	34.9	686	·	·	·	-0.4%
CSc1cccc(NC(=O)CCCOc2ccccc2)c1	i	9.3	i	0.3	0.25	1486	4.2	1007	i	40.6	1.5	-6.5	-0.2	674	3.3	2.7	9.6	-0.5%
COc1ccc(C(=O)NC(C)c2ccc(-n3ccnc3)cc2)c(OC)c1OC (stereo not drawn)	·	·	i	0.5	·	·	·	·	i	61.9	·	·	-22.2	588	·	·	·	-0.8%
Cc1nnsc1NC(=O)OCCCl	i	-3.2	i	0.8	-0.41	1418	-3.4	936	i	36.8	-36.0	7.4	·	·	2.3	1.4	8.8	-0.3%
Cc1ccc2[nH]c3c(=O)n(N)c(=O)[nH]c3c2c1	·	·	i	0.3	-0.25	1308	-1.5	1089	i	25.4	·	·	4.7	745	·	·	·	-0.2%
C/C=C/C(=O)Nc1cccc(C2=NOC3(C2)C[C@@H](C(N)=O)N(C(=O)c2cc([N+](=O)[O-])cc([N+](=O)[O-])c2C)C3)c1 (stereo partly drawn)	·	·	i	1.6	-0.18	705	0.8	1085	i	4.2	·	·	-30.3	644	·	·	·	0.2%
O=C(c1ccco1)N(CCC(c1ccccc1)c1ccco1)Cc1ccco1 (stereo not drawn)	i	9.6	i	1.2	-0.03	1609	2.0	1422	i	53.2	0.6	3.0	·	·	2.1	2.0	5.3	0.1%
O=C(Nc1nnc(-c2cccs2)o1)C1CC1	i	-17.4	i	1.7	0.35	1408	-1.4	1053	i	43.3	-6.1	2.2	-7.5	723	1.3	2.5	11.4	·
COc1ccc(N(C(C)C(=O)NCCSCc2cccc(Cl)c2)S(C)(=O)=O)cc1 (stereo not drawn)	·	·	i	0.5	·	·	·	·	i	45.8	·	·	-25.4	784	·	·	·	-1.8%
COC(=O)c1ccc(N2CCOCC2)c(NC(=O)c2ccco2)c1	·	·	i	0.9	·	·	·	·	i	4.1	·	·	22.7	751	·	·	·	0.3%

Sorted by the number under T cell modulator vesicle-bound % (falling): three of the compounds above
| SMILES | Myeloid diff MLP GFP+ MAC1+ % | T cell modulator | T cell modulator vesicle-bound % | WT yeast gro inh mutant strain | MT stabilizer Hoechst-high % | West Nile antiviral |
| --- | --- | --- | --- | --- | --- | --- |
| CCn1c(NC(C)=O)nc2ccccc21 | 1.3 | i | 54.1 | -19.6 | 2.3 | 0.5% |
| COc1cc(CC(=O)Nc2nc(-c3ccccc3)c(C(C)=O)s2)cc(OC)c1OC | 0.6 | i | 33.2 | · | · | -0.4% |
| Cc1ccc(C)c(OCc2cc(C(=O)N(C)Cc3nccs3)no2)c1 | 0.8 | i | 4.7 | · | · | -0.4% |

(cont.)
SMILES	Autophagy HCS	Autophagy HCS cell loss 18 h	Myeloid diff MLP	Myeloid diff MLP GFP+ MAC1+ %	Ins promoter up	Ins promoter up cell count	bCat nuc transl	bCat nuc transl cell count 5 µM	T cell modulator	T cell modulator vesicle-bound %	WT yeast gro inh	WT yeast gro inh mutant strain	Lipid droplet	Lipid droplet cells 6.5 µM	MT stabilizer	MT stabilizer Hoechst-high %	MT stabilizer cytotoxicity %	West Nile antiviral
CC(C)(C)NC(=O)c1cccc(NC(=O)c2ccc(NC(=O)c3ccco3)cc2)c1	i	1.1	i	2.6	-0.27	1133	0.0	951	i	20.5	2.4	-6.0	4.8	733	2.5	1.7	3.1	1.4%
CCc1ccc2nc(SCC(=O)Nc3ccccc3N3CCOCC3)c(C#N)cc2c1	·	·	+	·	2.2	602	19.2	996	i	11.6	·	·	0.8	660	·	·	·	-0.1%
C=CCNC(=S)NNC(=O)c1ccc(=O)n(Cc2ccccc2)c1	i	5.4	i	0.2	·	·	·	·	i	32.7	-9.8	2.4	-11.4	718	4.1	2.1	4.8	1.4%
CC1CN(C(=O)c2ccc(COCC(F)(F)F)o2)CC(C)O1 (stereo not drawn)	i	-5.6	i	5.4	-0.24	1841	2.1	1118	i	14.7	0.5	-26.1	-1.7	666	4.4	2.4	4.9	0.1%
O=C(COC(=O)CNC(=O)c1ccc(Cl)cc1Cl)Nc1ccc(N2CCOCC2)cc1	i	-6.4	i	0.4	-0.2	1307	0.7	1105	i	17.8	-29.7	6.3	-0.6	704	1.7	3.2	9.2	-0.2%
O=C(NC1CC1)c1ccc(Cl)c(S(=O)(=O)N2CCOCC2)c1	·	·	i	1.1	·	·	·	·	i	20.8	·	·	19.2	787	·	·	·	-0.9%
O=C(COc1ccccc1Br)N1CCN(c2ccccc2)CC1	i	8.1	i	2.7	0.54	931	·	·	i	11.1	-6.2	-4.7	-15.5	798	1.7	1.3	6.1	0.0%
CC(C)NC(=O)Cn1cc(C(=O)COc2ccccc2)c2ccccc21	i	-19.3	i	0.5	0.6	1656	1.9	900	i	5.6	5.3	-9.1	-21.7	668	1.9	1.4	5.5	-0.3%
O=C(Nc1cccc(Cl)c1)c1ccccc1NC(=O)C1CCCCC1C(=O)O (stereo not drawn)	·	·	i	0.3	·	·	·	·	i	57.2	·	·	-4.2	745	·	·	·	0.5%
CC1CCCCN1C(=O)Cn1cnc2cc([N+](=O)[O-])ccc2c1=O (stereo not drawn)	i	3.9	i	0.9	-0.38	1435	-1.6	1124	i	30.7	10.3	2.4	18.4	704	4.1	0.8	0.0	-0.2%
O=C(COc1ccc(Cl)cc1Cl)N1CCCCCC1	i	-10.2	i	0.4	-1.13	1006	0.8	1154	i	34.1	-1.1	5.8	·	·	1.7	3.7	6.9	-1.5%
FC(F)Oc1ccc(/C=N/NC(=S)Nc2cc(C(F)(F)F)ccc2Cl)cc1	i	7.6	i	0.4	0.15	1198	2.4	504	i	5.3	5.2	14.6	13.4	619	3.1	2.1	4.3	0.5%
CCSc1ncc(C#N)c(N)n1	i	41.3	i	1.0	·	·	0.3	1183	i	36.0	-6.5	4.0	15.7	834	1.3	1.0	1.8	0.4%
CCN(CC)S(=O)(=O)c1cccc(C(=O)N2CCCCC2)c1	i	-0.9	i	0.6	-0.34	1265	-0.8	1115	i	0.8	4.0	5.4	10.9	763	2.7	2.1	1.1	0.3%
CCN(CC)CCNC(=O)c1c(O)c2cc(OC)c(OC)cc2[nH]c1=O	i	31.2	i	1.7	0.2	1168	-2.0	1154	i	22.8	-10.2	-2.9	-13.2	698	2.4	2.2	3.2	·
Cc1ccc(CC(NC(=O)c2ccccc2)C(=O)NCC(=O)O)cc1 (stereo not drawn)	i	-3.7	i	0.6	0.82	886	-3.1	1203	i	25.8	2.0	-74.5	-1.1	759	2.3	1.6	3.3	0.1%
CN1C(=O)C(C)(C)c2cc(S(=O)(=O)N3CCN(c4ccccc4)CC3)ccc21	·	·	i	3.3	·	·	·	·	i	29.5	·	·	-6.3	744	·	·	·	-0.6%
CCOC(=O)c1c(CN(C)C)n(-c2ccc(C)cc2)c2cc(Br)c(O)cc12	i	8.1	i	0.3	-0.61	1386	·	·	i	15.3	-7.1	-9.3	2.0	654	2.7	4.1	4.2	3.1%
S=C(NCC1CCCO1)N1CCN(Cc2ccccc2Cl)CC1 (stereo not drawn)	i	13.9	i	0.2	-0.14	1563	-1.3	1050	i	37.8	-3.2	8.5	-5.6	675	1.7	1.0	1.6	-1.1%

No enrichment for hits; about 3.9% have a hit in one of these screens.
